# Assay outcomes: PubChem, National Center for Advancing Translational Sciences (NCATS)
# POLH inh – DNA polymerase eta (human) inhibition; recombinant Pol eta, fluorescent DNA replication assay; Potency, µM (top dose mostly 114 µM), for inactives: top-dose activity change, negative = inhibition, hits mostly inhibitors; 390,000 compounds, 1.2% hits; AID 588591; note: % is set by controls: 0 for no effect and ±100 for the full control effect
#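 Pol eta at 10 nM preincubated with compounds 15 min at room temperature; reaction started with fluorescent substrate (50 nM final) and read kinetically at 0 and 10 min.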
# BLM helicase inh – blocks DNA unwinding by human BLM helicase | recombinant BLM DNA unwinding, fluorescence dequenching | Potency, µM (highest dose often 56.1 µM), inactives show at the top dose activity change, negative = inhibition, usual class: inhibitors | 350,000 compounds, 0.2% hits | AID 2528;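 note: plate controls were vehicle for no effect and no enzyme for full effect; nearly all actives have a fitted effect of over 35% in size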
# BAZ2B inh – blocks human BAZ2B. Q9UIF8. AlphaScreen BAZ2B-H3K14Ac peptide displacement. Potency, µM (titrated, usually from 114 µM), inactives show at the highest dose activity change, negative = inhibition, actives largely listed as inhibitors. 360,000 compounds, 4.4% hits; note: % is set by controls: 0 for no effect and ±100 for the full control effect; nearly all actives have a fitted effect of over 60% in size
#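 Protein-peptide AlphaScreen: BAZ2B 50 nM, b-H3K14Ac 50 nM, 1x PBS pH 7.4 + 0.01% Tween-20. Preincubation 30 min RT; cpd 30 min RT (top 110 uM); beads 20 min RT, light-protected.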
# Pol iota inh – blocks human DNA polymerase iota activity. 390,000 compounds, 1% hits. Q9UNA4. Pol iota fluorescent replication assay, 10 min. AID 588590. Potency, µM (series often up to 115 µM), for the others: top-dose activity, negative = inhibition, actives largely listed as inhibitors
#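 Fluorescent replication assay read twice, at 0 min and 10 min after adding 50 nM (final) substrate. Enzyme (10 nM) and compounds were first incubated 15 min at room temperature; enzyme-free buffer wells were negative controls.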
# G9a block – blocks human histone lysine methyltransferase G9a; Q96KQ7; G9a H3K9 monomethylation, AlphaScreen, 2 h; Potency, µM (doses to about 102 µM), without a hit: top-dose activity, negative = inhibition, hits mostly inhibitors; 350,000 compounds, 8.8% hits; AID 504332; note: % is set by controls: 0 for no effect and ±100 for the full control effect; nearly all actives have a fitted effect of over 75% in size
#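 AlphaScreen detection with an anti-monomethyl H3K9 antibody quantified product after a 2 h room-temperature reaction containing 500 nM biotinylated H3K9 peptide, 20 µM SAM and 20 nM enzyme, which had been preincubated 15 min with compound.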
# POLB inh – inhibitors of human DNA polymerase beta | P06746 | Pol beta primer extension/strand displacement, fluorescence kinetic | Potency, µM (top dose mostly 114 µM), without a hit: at the top dose activity change, negative = inhibition, actives largely listed as inhibitors | 340,000 compounds, 1.3% hits | AID 485314; note: % is set by controls: 0 for no effect and ±100 for the full control effect
#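 Values derive from four-parameter Hill fits of normalized kinetic data: reads at 0 and 10 min following addition of 50 nM substrate to 10 nM Pol beta preincubated 15 min with compound.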
# APEX1 inh – APE1 (human) endonuclease inhibition | P27695 | recombinant APE1, TAMRA/BHQ-2 abasic DNA cleavage fluorescence | Potency, µM (series often up to 65.8 µM), inactives show at the highest dose activity change, negative = inhibition, usual class: inhibitors | 350,000 compounds, 0.35% hits | AID 2517;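 note: plate controls were vehicle for no effect and reference inhibitor for full effect; nearly all actives have a fitted effect of over 55% in size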
#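 APE1 at 0.75 nM final was preincubated with compound 15 min at room temperature, then 50 nM double-stranded THF abasic-site substrate (5'-TAMRA/3'-BHQ-2) was added. Fluorescence (ex 525/em 598 nm) was read kinetically; third-minus-first read gave activity.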
# JMJD2A Tudor inh – inhibitors of human JMJD2A Tudor domain; AlphaScreen JMJD2A-Tudor / H3K4me3 peptide binding; O75164; AID 504339; 390,000 compounds, 4.4% hits; Potency, µM (highest dose often 114 µM), for inactives: at the highest dose activity change, negative = inhibition, hits mostly inhibitors; note: % is set by controls: 0 for no effect and ±100 for the full control effect; nearly all actives have a fitted effect of over 50% in size
# Target sequence (O75164 whole entry, looked up, the tested form may be a part): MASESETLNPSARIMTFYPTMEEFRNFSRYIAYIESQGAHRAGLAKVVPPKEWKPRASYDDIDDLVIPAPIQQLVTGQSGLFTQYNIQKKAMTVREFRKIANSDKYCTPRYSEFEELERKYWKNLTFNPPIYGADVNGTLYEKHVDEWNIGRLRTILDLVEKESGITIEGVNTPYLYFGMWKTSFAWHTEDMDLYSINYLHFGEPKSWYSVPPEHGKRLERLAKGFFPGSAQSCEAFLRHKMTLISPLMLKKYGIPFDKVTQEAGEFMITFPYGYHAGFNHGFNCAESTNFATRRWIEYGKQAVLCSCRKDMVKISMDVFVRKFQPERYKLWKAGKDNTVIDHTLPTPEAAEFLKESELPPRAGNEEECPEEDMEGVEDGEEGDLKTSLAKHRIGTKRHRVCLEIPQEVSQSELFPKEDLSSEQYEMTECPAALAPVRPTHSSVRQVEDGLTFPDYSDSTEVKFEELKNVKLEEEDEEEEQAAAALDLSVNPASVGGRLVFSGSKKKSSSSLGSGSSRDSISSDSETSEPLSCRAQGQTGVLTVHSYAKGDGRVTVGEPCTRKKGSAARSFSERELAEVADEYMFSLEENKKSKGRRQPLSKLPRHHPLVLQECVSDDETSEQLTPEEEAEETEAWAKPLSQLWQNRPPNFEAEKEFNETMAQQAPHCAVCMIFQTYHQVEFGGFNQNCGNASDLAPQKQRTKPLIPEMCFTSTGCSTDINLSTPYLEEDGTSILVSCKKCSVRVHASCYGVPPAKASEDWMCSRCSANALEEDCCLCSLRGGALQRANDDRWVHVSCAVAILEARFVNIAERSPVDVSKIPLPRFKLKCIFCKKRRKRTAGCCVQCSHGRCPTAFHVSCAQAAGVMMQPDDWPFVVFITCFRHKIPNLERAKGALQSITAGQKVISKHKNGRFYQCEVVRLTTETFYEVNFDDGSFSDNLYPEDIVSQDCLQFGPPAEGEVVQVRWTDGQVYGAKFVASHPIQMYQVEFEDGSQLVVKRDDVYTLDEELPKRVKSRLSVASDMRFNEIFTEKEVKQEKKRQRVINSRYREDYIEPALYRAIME
# POLK inh – inhibitors of human DNA polymerase kappa | Potency, µM (doses to about 107 µM), for the others: top-dose activity, negative = inhibition, actives largely listed as inhibitors | Q9UBT6 | AID 588579 | 400,000 compounds, 0.53% hits | purified Pol kappa, fluorescent DNA synthesis assay, 10 min; note: % is set by controls: 0 for no effect and ±100 for the full control effect
#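 Pol kappa 10 nM + cpd, 15 min RT; start w/ substrate 50 nM final; fluorescence kinetic read, 0 and 10 min. Neg ctrl: buffer, no enzyme.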
# Starred values were filed as active, the others as inactive; ? = inconclusive; / = not tested or not shown; & = joins results of further samples; [ ] = dose if it differs, or a comment. Calls come from the whole dose curve; as a rule, active = well fitted curve in the direction sought with a large enough effect; inconclusive = small, poorly fitted or top-dose-only effect, or another doubt; inactive = no such curve, though single readings can be large; an effect the other way counts as inactive or inconclusive. Potency is the fitted concentration of half-maximal effect. This is a subset; count on the stated rates, not on these rows.
compound,POLH inh,BLM helicase inh,BAZ2B inh,Pol iota inh,G9a block,POLB inh,APEX1 inh,JMJD2A Tudor inh,POLK inh
CNC(=O)C1CCN(S(=O)(=O)c2c(C)noc2/C=C/c2cccc(OC)c2)CC1,-13%,-2%,1%,21%,/,7%,7%,-8%,-24%
C#CCNC(=O)C1=C[C@H](c2coc3ccccc3c2=O)C[C@H](OCCCCO)O1,-11%,-2%,-13%,57%[activator],/,2%,-10%,-13%,-2%
CSCCC1NC(=O)NC1=O (configuration not stated),-10%,-1%,13%,7%,-10%[59 µM],43%,14%,11%,-4%
CCc1ccc(-c2csc(NC(=O)C3CC(=O)N(c4ccc5c(c4)OCCO5)C3)n2)cc1 (configuration not stated),-18%,-19%,-33%,89µM*,-15%[59 µM],?,?,-20%,-29%
CN=c1sc2ccccc2n1CC(O)COc1ccccc1 (configuration not stated),-14%,-2%,6%,7%,10%[59 µM],1%,4%,-3%,-15%
Cc1nc(N2CCN(C(=O)c3ccco3)CC2)nc2c1C(=O)CC(C)C2 (configuration not stated),-23%,-5%,-9%,6%,1%,28%,33%,-6%,5%
O=C(NCc1ccccc1Br)c1ccc2c(c1)OCCO2,-13%,-3%,1%,70%[activator],/,1%,-9%,3%,-1%
Cc1ccc(-c2noc(-c3ccccc3Br)n2)cc1,-6%,-5%,165%[activator],1%,79%[activator][59 µM],13%,-2%,241%[activator],-11%
Cc1oc(-c2ccccc2F)nc1CS(=O)(=O)CC(=O)N1CCN(c2ccccc2)CC1,-9%&-17%,-1%&2%,-11%&-6%,4%&20%,-10%[59 µM],37%&0%[activator],-1%,-23%&-28%,-5%&-15%
CSCCNC(C)=O,/,-13%,7%,/,-7%[59 µM],-10%,-5%,/,/
Cc1ccc(-c2nnc(Nc3ccc(CC(N)=O)cc3)c3ccccc23)cc1S(=O)(=O)NCC1CCCO1 (configuration not stated),-7%,-6%,-9%,4%,-24%,-2%,-6%,-13%,-22%
CCOc1ccccc1/C=C(/NC(=O)c1ccccc1)C(=O)NCC(=O)O,-6%,1%,12%,133%[activator],1%,17%,5%,2%,-15%
Cc1ccc(CN2[C@@H](CC3CCCCC3)COCCS2(=O)=O)cc1,-16%,-9%,-4%,63%&35%[activator],24%,24%,-3%,-6%,1%&-13%
CC12CCC(C(=O)N/N=C/c3ccc(O)cc3O)(OC1=O)C2(C)C (configuration not stated),-14%,-5%,-23%,-2%,24%[59 µM],6%,5%,?,6%
Cc1ccc(-c2cn3nc(N4CCCC(C(=O)Nc5ccc(F)cc5)C4)sc3n2)cc1 (configuration not stated),-9%,-7%,-16%,-1%,-9%[59 µM],-8%,/,-26%,-11%

# Structures listed above shown as hits in Pol iota inh:
smiles	POLH inh	BLM helicase inh	BAZ2B inh	Pol iota inh	G9a block	APEX1 inh	JMJD2A Tudor inh	POLK inh
CCc1ccc(-c2csc(NC(=O)C3CC(=O)N(c4ccc5c(c4)OCCO5)C3)n2)cc1 (configuration not stated)	-18%	-19%	-33%	89µM*	-15%[59 µM]	?	-20%	-29%

# (next part)
compound,POLH inh,BLM helicase inh,BAZ2B inh,Pol iota inh,G9a block,POLB inh,APEX1 inh,JMJD2A Tudor inh,POLK inh
COc1cccc2cc(C(=O)Nc3ccc(S(=O)(=O)NCC4CCCO4)cc3)c(=O)oc12 (configuration not stated),-8%,1%,-10%,3%,/,-1%,16%,-9%,1%
COc1cc2c(cc1OC)CN(CC(=O)Nc1ccc(S(=O)(=O)N3CCCC3)cc1)CC2,-1%,-9%,?,56%[activator],/,32%,-11%,-19%,-21%
CN(C)S(=O)(=O)c1ccc(Cl)c(NC(=O)COC(=O)c2ccc3c(c2)NC(=O)CS3)c1,-1%,-4%,-5%,-16%,?,-21%,5%,-8%,5%
Cc1nc2ccc(S(=O)(=O)N(C)CC(=O)Nc3cccc(C(F)(F)F)c3)cc2s1,/,-2%,1%,20%,-3%[59 µM],15%,/,-4%,-9%
COc1ccc(N(CC(=O)NCc2cccs2)S(=O)(=O)c2ccc(F)cc2)cc1,-23%,/,0%,24%,28%[12.7 µM],/,-12%,-14%,-5%
COc1ccc(Cl)cc1NC(=O)C(C)NC(c1ccccc1)c1ccccc1 (configuration not stated),-18%,4%,-2%,48%[activator],79µM*,6%[57.1 µM],?,-1%,-9%
COc1cccc(NC(=O)c2sc3nc(N4CCOCC4)c4c(c3c2N)CCCC4)c1,-7%,-4%,3%,-19%,?,-3%,22%,-10%,-11%
CCCCOC(=O)c1ccc(NC(=O)C(=O)CC(=O)c2ccc(OC)cc2)cc1,-20%,-1%,?,56%[activator],8%,?,-6%,-32%,-8%
O=C(OCC(=O)N1CCN(C(=O)c2ccco2)CC1)c1ccccc1,-10%,-1%,-10%,41%,8%,7%,-1%,-9%,-3%
CC(C)Cc1nnc(NC(=O)CCC(=O)NC2CCCC2)s1,-8%,2%,0%,10%,21%,21%,8%,-10%,-6%
CCN(c1ccc(Cl)cc1)S(=O)(=O)c1nnc(NC(=O)C2CCCCC2)s1,-7%,-2%,1%,-1%,27%[59 µM],-19%,/,-3%,-14%
CC(C)CN1C(=O)C(=O)N(CC(=O)c2ccc3c(c2)OCO3)C1=O,2%,/,-6%,-10%,?,/,3%,-5%,-2%
COc1ccccc1NC(=O)C(Cc1ccccc1)NS(=O)(=O)c1cccc2nsnc12 (configuration not stated),-4%,-2%,/,-20%,-23%[59 µM],7%,/,?,-31%
CC12CCC(=O)N1C(C(=O)N1CCN(S(=O)(=O)c3ccc(Br)cc3Cl)CC1)CS2 (configuration not stated),-4%,/,-6%,?,?,/,36%[activator],-14%,-7%
COCCNc1ncnc2c1nc1n2CCCC1,-3%,-2%,4%,-3%,-10%,33%,26%,-5%,-2%
N#Cc1cccc(NC(=O)CCc2ccc(S(=O)(=O)N3CCOCC3)cc2)c1,-19%,/,/,38%[activator],/,/,5%,-17%,-6%
CC(C)c1nnc(SCC(=O)N2CCN(C(=O)c3ccco3)CC2)n1N,-3%,-3%,-2%,10%,4%,6%,20%,-10%,-11%
CCOc1ccccc1NC(=O)Cn1nnc2sc3c(c2c1=O)CCC(C(C)(C)C)C3 (configuration not stated),/,-5%,9%,0%,9%[59 µM],9%,/,-16%,1%
CCCN(CC(=O)Nc1ccccc1C)CC(=O)Nc1ccc(Br)cc1F,-23%,-9%,2%,-9%,25%,35%,-11%,6%,-6%[60.1 µM]
Cc1ccccc1Cn1cc(NC(=O)CSc2nc3c(c(C(F)(F)F)n2)CCc2ccccc2-3)cn1,-8%,-3%,-4%,9%,-6%[0.0925 µM],35%,12%,-16%,-5%
Cc1cc(C)n(C(=O)COc2c(C)cccc2C)n1,-12%,-9%,36%[activator],20%,-2%[12.7 µM],5%,-5%,8%,-13%
O=C(Nc1ccccc1Cl)c1sccc1-c1ccccc1,-4%,-8%,132%[activator],7%,206%[activator],35%,4%,116%[activator],-7%
Cc1ccc(OCC(=O)N(Cc2cccc(F)c2)C2CCS(=O)(=O)C2)cc1 (configuration not stated),-10%,-6%,-10%,14%,5%,12%,27%,-1%,8%
Cc1nn(C2CCS(=O)(=O)C2)c(C)c1CN(C)C(=O)c1ccc(Cl)cc1 (configuration not stated),0%,/,-9%,7%,10%[2.33 µM],/,32%[activator],5%,-7%
CC1CCn2c(nc3cc(C(=O)NCc4ccccc4)ccc32)C1 (configuration not stated),-4%,0%,5%,37%[activator],-2%[59 µM],9%,/,-7%,-1%[60.1 µM]
CCOc1ccc(NC(=O)CN2C(=O)CCSc3ccc(S(=O)(=O)N4CCCC4)cc32)cc1,-15%&-3%,-6%&-3%,-13%&1%,13%&29%,36%,-3%&4%,15%,-12%&-9%,1%

# Some of the entries so far, with two lines to a compound:
# Every second line gives: POLH inh | BLM helicase inh | BAZ2B inh | Pol iota inh | G9a block | POLB inh | APEX1 inh | JMJD2A Tudor inh | POLK inh
> Cc1nn(C2CCS(=O)(=O)C2)c(C)c1CN(C)C(=O)c1ccc(Cl)cc1 (configuration not stated)
  0% | / | -9% | 7% | 10%[2.33 µM] | / | 32%[activator] | 5% | -7%
> CCOc1ccc(NC(=O)CN2C(=O)CCSc3ccc(S(=O)(=O)N4CCCC4)cc32)cc1
  -15%&-3% | -6%&-3% | -13%&1% | 13%&29% | 36% | -3%&4% | 15% | -12%&-9% | 1%

# A different layout for some results above.
CCOc1ccccc1NC(=O)Cn1nnc2sc3c(c2c1=O)CCC(C(C)(C)C)C3 (configuration not stated)
  POLH inh: / | BLM helicase inh: -5% | BAZ2B inh: 9% | Pol iota inh: 0% | G9a block: 9%[59 µM] | POLB inh: 9% | APEX1 inh: / | JMJD2A Tudor inh: -16% | POLK inh: 1%

CCCN(CC(=O)Nc1ccccc1C)CC(=O)Nc1ccc(Br)cc1F
  POLH inh: -23% | BLM helicase inh: -9% | BAZ2B inh: 2% | Pol iota inh: -9% | G9a block: 25% | POLB inh: 35% | APEX1 inh: -11% | JMJD2A Tudor inh: 6% | POLK inh: -6%[60.1 µM]
